# HCV inhibitor: blocks hepatitis C virus | Huh7.5.1 HCVcc-Cre infection, luciferase reporter, 44 h | Potency, µM (top dose mostly 41.8 µM), inactives show top-dose activity change, negative = inhibition, hits mostly inhibitors | actives 3.4% (n = 340,000) | AID 651820; further: potency means the concentration at half of the fitted maximal effect
#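 After 44 h co-culture of compound, cells and HCVcc-Cre (~0.5 moi), substrate is added for 15 min at room temperature and luciferase measured over 15 sec. Cells were seeded at 1,000/well and pre-cultured 4 h.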
# Sm TGR inh: inhibitors of Schistosoma mansoni thioredoxin glutathione reductase; Q962Y6; AID 485364; purified TGR, DTNB reduction, TNB absorbance 405 nm; Potency, µM (highest dose often 114 µM), for inactives: at the top dose activity change, negative = inhibition, actives largely listed as inhibitors; actives 3% (n = 360,000); further: potency means the concentration at half of the fitted maximal effect; nearly all actives have a fitted effect of over 60% in size
#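 First, TGR (20 nM dispensed) and NADPH were mixed with compound. Second, a 15 min room-temperature incubation followed. Third, further NADPH and then DTNB were added to start the reaction. Finally, TNB absorbance was monitored kinetically.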
# HCMV inh: inhibitors of human cytomegalovirus; HFF cells, HCMV-luciferase reporter, 72 h; hits give low values; actives 4.5% (n = 410,000); AID 1259415; activity change, negative = inhibition, % at 57.5 µM; in the data active means activity change below about -60%; inconclusive means no clear call, values can overlap the other calls; inactive means above about -39%
#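 Screen run at 2 compound doses on HFFs infected with reporter HCMV, MOI 1 PFU/cell. Luciferase activity from cell lysates at 72 h post infection gave inhibition relative to buffer-only and Salinomycin wells.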
# FBPA Giardia inh: blocks Giardia fructose-bisphosphate aldolase activity. purified Giardia FBPA. Potency, µM (top dose mostly 59.6 µM), for the others: top-dose activity, negative = inhibition, most hits filed as inhibitors. actives 0.71% (n = 290,000). AID 2451; further: potency means the concentration at half of the fitted maximal effect; nearly all actives have a fitted effect of over 55% in size
# Target sequence (A8B2U2 whole entry, looked up): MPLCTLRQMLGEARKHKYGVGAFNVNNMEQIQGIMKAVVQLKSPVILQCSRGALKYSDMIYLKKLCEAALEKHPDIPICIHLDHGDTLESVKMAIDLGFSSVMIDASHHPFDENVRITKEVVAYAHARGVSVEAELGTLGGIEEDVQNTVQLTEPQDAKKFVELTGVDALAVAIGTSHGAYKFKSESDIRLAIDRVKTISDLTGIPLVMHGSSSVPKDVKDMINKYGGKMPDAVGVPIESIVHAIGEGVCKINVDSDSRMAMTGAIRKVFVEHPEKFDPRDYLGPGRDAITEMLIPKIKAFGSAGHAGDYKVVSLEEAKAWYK
#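 40 nM FBPA preincubated 10 min at RT with compound (up to 57.5 uM final), then substrate plus GAPDH/TPI/NAD/arsenate coupling and diaphorase/resazurin added. Fluorescence read after 20 min at RT, 525/598 nm.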
# AmpC no deterg: AmpC beta-lactamase inhibition without detergent. P00811. AmpC nitrocefin hydrolysis, absorbance 480 nm, 0.0001% Triton. Potency, µM (series often up to 57.1 µM), without a hit: at the highest dose activity change, negative = inhibition, usual class: inhibitors. actives 0.52% (n = 330,000). AID 485341;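 further: potency means the concentration at half of the fitted maximal effect; plate controls were no compound for no effect and no enzyme for full effect; nearly all actives have a fitted effect of over 20% in size; some results filed as inactive show a strong effect at the top dose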
# Target sequence (P00811 whole entry, looked up): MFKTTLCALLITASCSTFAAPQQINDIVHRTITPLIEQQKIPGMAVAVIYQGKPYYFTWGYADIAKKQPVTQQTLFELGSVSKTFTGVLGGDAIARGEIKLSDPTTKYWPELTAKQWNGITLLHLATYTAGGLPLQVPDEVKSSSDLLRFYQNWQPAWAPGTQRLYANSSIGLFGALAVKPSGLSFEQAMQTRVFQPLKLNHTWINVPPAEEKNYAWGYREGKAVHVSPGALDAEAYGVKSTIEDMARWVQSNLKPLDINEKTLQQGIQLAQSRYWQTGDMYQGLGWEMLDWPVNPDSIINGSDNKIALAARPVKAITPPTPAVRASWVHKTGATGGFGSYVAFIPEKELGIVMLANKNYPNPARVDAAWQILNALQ
#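 20 mM phosphate pH 7.0 + 0.01% (detergent screen) or 0.0001% Triton X-100; 5.3 nM AmpC reagent; cpd preinc 15 min RT; nitrocefin (800 uM stock) to start; A480 q20 s × 4 min; Activity was normalised to no-enzyme and no-compound control wells.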
# AmpC detergent: blocks E. coli AmpC beta-lactamase in detergent assay | AmpC hydrolysis of nitrocefin, absorbance 480 nm, 0.01% Triton | Potency, µM (series often up to 114 µM), without a hit: at the top dose activity change, negative = inhibition, actives largely listed as inhibitors | actives 0.041% (n = 370,000) | P00811 | AID 485294;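 further: potency means the concentration at half of the fitted maximal effect; 0% = no-compound wells and -100% = no-enzyme wells; nearly all actives have a fitted effect of over 25% in size; some results filed as inactive show a strong effect at the top dose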
#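 AmpC (5.3 nM in the dispensed reagent) in 20 mM phosphate pH 7.0 with 0.01% (detergent screen) or 0.0001% Triton X-100 was preincubated with compounds for 15 min at room temperature. Nitrocefin was then added from an 800 uM solution, and hydrolysis was followed at 480 nm.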
# The depositor's hits bear a star; ? = inconclusive; . = not tested or not shown; & = joins results of further samples; [ ] = dose if it differs, or a comment. Unless noted, the call rests on the fitted dose curve; in most records, active means well fitted curve in the direction sought with a large enough effect; inconclusive means small, poorly fitted or top-dose-only effect, or another doubt; inactive means no such curve, though single readings can be large; an effect the other way counts as inactive or inconclusive. Unless noted, on the % scale 0 is the no-effect control and ±100 the full control effect. No enrichment for hits, and some 9.9% of all compounds hit somewhere here.
SMILES,HCV inhibitor,Sm TGR inh,HCMV inh,FBPA Giardia inh,AmpC no deterg,AmpC detergent
Cc1ccc2c(c1)OC(=O)CC2c1ccccc1 (stereo not drawn),-5.0%,0.6%,12.9,-0.4%,-24.0%,-10.7%
O=C(Cn1cncn1)c1ccccc1,-1.9%,-13.2%,0.0,-0.2%,-11.1%,-2.3%
CCCCCCn1c(N(CC)CC)nc2c1c(=O)[nH]c(=O)n2C,-8.2%,0.0%,-0.6,-0.4%,15.9%,?
Cc1[nH]c(=O)[nH]c(=O)c1S(=O)(=O)N1CCCC(C(=O)NCCc2ccc(Cl)cc2)C1 (stereo not drawn),3.4%,-10.3%,.,4.6%,-14.5%,-6.6%
O=C(CN1CCCCC1)NCC(=O)Nc1ccc(Br)cc1C(=O)c1ccccc1,11.2µM*,4.8%,12.9,7.6%,29.3%,?
COc1cccc(Nc2nnc(SCC(=O)Nc3sccc3C(N)=O)s2)c1,?,.,?,-11.7%,-44.1%,3.1%
O=C(CN1C(=O)C2CC=CCC2C1=O)NCc1ccc2c(c1)OCO2 (stereo not drawn),?,2.7%,3.3,-2.4%,0.2%,2.7%
Cc1ccnc(NS(=O)(=O)c2ccc(NC(=O)C3C4C=CC(C4)C3C(=O)O)cc2)n1 (stereo not drawn),0.8%,-0.1%,-12.7,2.9%,-14.9%,3.4%
CCn1c(=NC(=O)CS(=O)(=O)c2ccc(F)cc2)sc2cccc(OC)c21,?,-0.9%,?,.,-27.7%,?
Cn1cc(C(=O)C(=O)NC2CCCCC2)c2ccccc21,?,8.0%,21.1,.,0.7%,?
CC(OC(=O)c1ccc(NS(=O)(=O)c2ccc3[nH]c(=O)[nH]c3c2)cc1)C(=O)Nc1ccc(Cl)cc1 (stereo not drawn),?,-5.0%,6.2,2.4%,-41.9%,-12.9%
COc1ccc(CCNC(=O)CCC(=O)n2ncc3ccc(Cl)cc32)cc1OC,16.1%,6.2%,26.8,14.4%,-19.9%,-2.1%
CCC/C(=N\NC(=O)CCC(=O)NCc1ccccc1)c1ccccc1,-28.7%,10.4%,-0.2,5.4%,-1.2%,?
O=C(NNC(=O)c1cccs1)Nc1cccc(Cl)c1,18.4%,-4.0%,38.4,0.5%,-17.5%,-15.3%
CCc1cc(C(=O)N2CCCC(C(=O)c3ccc(Oc4ccccc4)cc3)C2)n(C)n1 (stereo not drawn),?,0.1%,?,2.7%,186.1%[activator],-7.6%
Cc1ccc(NC(=O)C2CCC(CNC(=O)[C@@H]3Cc4ccccc4CN3)CC2)c(C)c1 (stereo partly drawn),?,-12.8%,19.4,.,64.8%[activator],1.6%
O=C(c1ccc(O)cc1)c1ccc(Cl)cc1,0.2%,3.3%,8.7,-0.2%,-26.7%,?
Cc1c(NC(=O)C(C)OC(=O)/C=C/c2ccc3c(c2)OCO3)c(=O)n(-c2ccccc2)n1C (stereo not drawn),-14.4%,8.0%,22.8,2.7%,-15.5%,6.4%
C=CC[C@@H](CC(=O)OC(C)(C)C)C(=O)OC[C@H]1CCCN1C(=O)[C@@H](CC=C)CC(=O)N(CCO)Cc1ccccc1,-14.3%,.,-3.9,.,193.0%[activator],.
O=C1CCC(c2ccccc2)(c2ccccc2)CC1,13.5%,15.0%,-20.9,1.6%,2.2%,-5.1%
CCc1ccc(NC(=O)C(=O)NCCOc2ccccc2Cl)cc1,-23.0%,0.6%,13.4,2.7%,-16.3%,5.5%
Cc1cccc(CSc2ncc(Cl)c(C(=O)Nc3sc4c(c3C#N)CCCC4)n2)c1,.,3.6%,13.4,.,.,15.0%
CCOC(=O)c1c(-c2ccc(C)cc2)csc1NC(=O)c1cc(-c2ccc(C)c(F)c2)on1,.,0.0%,17.5,.,.,-9.8%
COc1cccc(CN(C)CC(=O)NCc2ccc(C)cc2)c1,-24.5%,-1.6%,2.3,?,20.3%,-2.8%
Cc1nn(CC(=O)N2CCC(C)CC2)c(=O)c2cc3sccc3n12,.,8.9%,-35.7,.,.,17.3%
Cc1cccc(NC(=O)CCn2ccnc2C)c1,9.5%,21.5%,44.1,-6.3%,-18.8%,6.7%
CCCCCCc1nc2ccccc2c(=O)n1NC(=O)c1c(O)c2cccc3c2n(c1=O)CCC3,.,4.2%,.,5.5%,-19.9%,-8.4%
CCc1ccc(NC(=O)CC2NCCNC2=O)cc1 (stereo not drawn),-0.7%,-5.9%,5.7,-0.9%,-20.4%,1.7%
COC(=O)C1C2CCC(C2)C1C(=O)OCC(=O)c1ccc(C)cc1 (stereo not drawn),3.1%,-2.5%,-31.3,1.1%,10.6%,-13.8%
Cc1ccsc1CN(Cc1ccco1)c1cnc(S(C)(=O)=O)nc1C(=O)Nc1ccc(Cl)cc1,.,-12.0%,7.3,.,.,12.7%
O=C(NCCc1cccnc1)C1CCC(=O)N(Cc2cccc(C(F)(F)F)c2)C1 (stereo not drawn),.,5.4%,13.2,-3.7%,53.0%,0.0%
Cc1cccc(-c2noc(-c3cc(C(C)C)[nH]n3)n2)c1,.,18.1%,39.3,.,.,3.7%
Cc1ccc(CNC(=O)CCCN2C(=O)CCn3nc(-c4cccn4C)cc32)cc1,.,-21.6%,14.8,.,.,-5.3%
C=CCn1c(SCC(=O)/C(C#N)=C(\C)N)nnc1C1CCCCC1,14.5%,4.3%,-14.5,2.8%,-14.5%,?
O=C(CCc1nnc(Cc2ccc3c(c2)OCO3)o1)NC(c1ccccn1)C(F)(F)F (stereo not drawn),11.6%,31.6µM*,-4.8,1.8%,17.0%,9.9%
N#Cc1nc(COc2ccc(Br)cc2)oc1NCCCn1ccnc1,?,-18.6%,-6.7,5.4%,119.2%[activator],3.3%
COc1ccc(CN2CCN(C(=O)c3ccc(F)cc3)CC2)c(OC)c1,4.4%,16.2%,52.9,?,37.1%,-4.9%
O=C(Nc1ccc2c(c1)OCO2)Oc1ccccc1,27.9%,-23.8%,22.0,-13.3%,.,-5.8%
Cc1cccc(C)c1NC(=S)N(CCN(C)C)Cc1cccs1,5.0%,0.6%,48.2,3.8%,-10.7%,?
c1ccc2c(CN3CCCCCCC3)c[nH]c2c1,-6.6%,7.9%,-35.9,-13.6%,-28.1%,0.4%
CC[C@@]1(C(=O)OC)N[C@H](CN(C)S(=O)(=O)c2ccc(-c3ccccc3)cc2)[C@@H]2C(=O)N(C)C(=O)[C@@H]21,?,.,22.7,.,175.1%[activator],.
CC(=O)c1ccc(S(=O)(=O)N2CCC3(CC2)CC(=O)c2ccccc2O3)cc1,15.1%,-0.6%,-7.5,.,-6.5%,-0.1%
Cc1cccc(NS(=O)(=O)c2cccc3cccnc23)n1,11.8%,-5.1%,-14.7,-13.2%,.,?
CC(C)[C@H](NC(=O)c1ccccc1)C(=O)OCc1nnc(-c2ccccc2)o1,-19.8%,-29.6%,-0.2,13.4%,-3.0%,-2.0%
O=S(=O)(c1ccc(Br)s1)N1CCC(Cc2ccccc2)CC1,4.9%,-7.4%,8.5,-0.4%,-7.9%,?
CC(C)OC(=O)CCC(=O)Nc1ccc(F)cc1,-8.5%,0.8%,55.9,0.2%,-15.4%,-4.3%
CS(=O)(=O)N1CCN(C(=O)c2cc(-c3cccnc3)nc3ccc(Cl)cc23)CC1,-15.9%,0.0%,-25.8,2.5%,54.9%,-0.7%
CCOC(=O)c1ccccc1NC(=O)C1=COCCO1,?,3.5%,-33.2,.,0.2%,8.9%
CC1(C)CC(=O)c2c(nn(-c3ccccc3)c2N)C1,8.5%,7.5%,17.1,1.1%,-12.4%,2.6%
COc1ccc(-n2c(-c3ccc(C)cc3)cc3c2CC(C)(C)CC3=O)c(OC)c1,.,8.8%,?,.,.,18.1%
# More structures follow.
SMILES,HCV inhibitor,Sm TGR inh,HCMV inh,FBPA Giardia inh,AmpC no deterg,AmpC detergent
Cc1cccc(NC(=O)Nc2ccc3c(c2)N(C)C(=O)CS3)n1,-11.2%,1.4%,126.7,-3.0%,-6.2%,-8.6%
CCCC1=NN2C(=N)/C(=C\c3cc(C)n(Cc4ccccc4)c3C)C(=O)N=C2S1,-29.1%,8.3%,10.1,19.7%,-38.6%,-0.4%
O=c1ccccn1Cc1c(Cl)cccc1Cl,.,2.2%,-6.5,3.2%,-21.1%,?
Cc1nnc(Nc2ccc(Cl)c(C(F)(F)F)c2)[nH]c1=O,10.2%,-0.5%,-11.3,5.4%,-22.9%,2.0%
COc1cc2ccc(=O)oc2c(O[C@@H]2O[C@H](CO)[C@@H](O)[C@H](O)[C@H]2O)c1O,12.2%&8.7%,2.4%,9.8&36.0,-7.1%,-13.6%&-15.6%,1.7%
N#Cc1cnc(Sc2ccccc2)nc1,1.8%,7.1%,53.9,0.1%,-13.1%,0.8%
COCCN(C(=O)Cc1ccc(OC)c(OC)c1)c1nc(-c2cc(OC)ccc2OC)cs1,?,9.3%,7.3,-5.6%,-0.2%,-9.6%
CC1COc2ccccc2N1C(=O)c1ccccc1Cl (stereo not drawn),-4.9%,0.0%,-20.6,-2.6%,-6.1%,5.2%
CC(NC(=O)Cn1cnnn1)C12CC3CC(CC(C3)C1)C2 (stereo not drawn),29.3%,-25.7%,16.2,0.7%,-8.2%,-16.1%
CCN1C(=NCCCCO)N[C@@H](c2ccccc2)C(C(=O)OC)=C1C,.,-15.5%,.,10.8%,-2.8%,-9.0%

# Another view of some results above:
# Every second line gives: HCV inhibitor | Sm TGR inh | HCMV inh | FBPA Giardia inh | AmpC no deterg | AmpC detergent
- Cc1cccc(NC(=O)Nc2ccc3c(c2)N(C)C(=O)CS3)n1
 : -11.2% | 1.4% | 126.7 | -3.0% | -6.2% | -8.6%
- CCCC1=NN2C(=N)/C(=C\c3cc(C)n(Cc4ccccc4)c3C)C(=O)N=C2S1
 : -29.1% | 8.3% | 10.1 | 19.7% | -38.6% | -0.4%
- O=c1ccccn1Cc1c(Cl)cccc1Cl
 : . | 2.2% | -6.5 | 3.2% | -21.1% | ?
- Cc1nnc(Nc2ccc(Cl)c(C(F)(F)F)c2)[nH]c1=O
 : 10.2% | -0.5% | -11.3 | 5.4% | -22.9% | 2.0%
- COc1cc2ccc(=O)oc2c(O[C@@H]2O[C@H](CO)[C@@H](O)[C@H](O)[C@H]2O)c1O
 : 12.2%&8.7% | 2.4% | 9.8&36.0 | -7.1% | -13.6%&-15.6% | 1.7%
- N#Cc1cnc(Sc2ccccc2)nc1
 : 1.8% | 7.1% | 53.9 | 0.1% | -13.1% | 0.8%

# Further results.
SMILES,HCV inhibitor,Sm TGR inh,HCMV inh,FBPA Giardia inh,AmpC no deterg,AmpC detergent
COc1ccc2c(COC(=O)CNS(=O)(=O)c3ccccc3)cc(=O)oc2c1,-11.1%,.,63.3,.,-28.4%,.
N#CC1=C(Nc2ccccc2)SC=C(c2ccc(F)cc2)N=C1N1CCOCC1,.,-31.2%,.,-5.2%,-20.0%,?
Cc1cccc(C)c1-n1c(C)cc(/C=C2\NC(=O)NC2=O)c1C,-4.6%,?,-30.0,?,-14.3%,10.9%
Cc1cccc2sc(N(Cc3cccnc3)C(=O)C3COc4ccccc4O3)nc12 (stereo not drawn),.,1.2%,?,.,.,0.2%
CCN(C(=O)COC(=O)c1c(C)nn(-c2ccccc2)c1C)C1CCS(=O)(=O)C1 (stereo not drawn),-4.9%,1.3%,-13.8,4.5%,0.2%,-5.6%

# Source: PubChem BioAssay (National Center for Advancing Translational Sciences (NCATS))
